Source: PubChem (several laboratories)
NR2E3 ag-1: activates human photoreceptor nuclear receptor NR2E3. Q9Y5X4. GST-NR2E3/biotin-RetCOR TR-FRET, 1536-well. inhibition of corepressor binding, % at 4.78 µM. hit rate 0.12% among 320,000. AID 2300;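 active means percent inhibition above the cutoff of mean plus 3 SD of all tested compounds, set per screening campaign, cut at about 20% in these data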;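 further: 0% = DMSO wells and 100% = biotin wells as full block of FRET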
Target sequence (Q9Y5X4 whole entry, looked up): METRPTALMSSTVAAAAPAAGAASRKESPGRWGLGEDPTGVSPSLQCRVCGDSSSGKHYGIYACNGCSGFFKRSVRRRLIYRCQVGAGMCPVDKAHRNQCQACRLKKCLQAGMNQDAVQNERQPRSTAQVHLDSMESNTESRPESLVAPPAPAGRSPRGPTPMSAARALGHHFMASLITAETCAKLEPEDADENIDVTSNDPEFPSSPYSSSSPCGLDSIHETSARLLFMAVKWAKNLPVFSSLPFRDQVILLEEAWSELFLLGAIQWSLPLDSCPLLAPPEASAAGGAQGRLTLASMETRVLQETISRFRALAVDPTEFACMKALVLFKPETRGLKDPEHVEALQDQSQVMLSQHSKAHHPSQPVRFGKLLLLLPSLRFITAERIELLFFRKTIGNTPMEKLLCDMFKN
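Material – GST-tagged NR2E3 plus biotinylated RetCOR corepressor · Quantity – NR2E3 fusion 1.35 nM · Times – 5 h incubation at 4 °C · Medium – pH 7.5 Tris-based buffer · Technique – TR-FRET, Eu(K)-anti-GST donor, streptavidin-D2 acceptor, ex 340, em 617/671 nm · Benchmarks – high control biotin, low control 0.6% DMSO · Format – 1536-well plates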
NR2E3 ag-2: activates human NR2E3 receptor. inhibition of corepressor binding, % at 3.98 µM. hit rate 0.35% among 360,000. AID 602229. Q9Y5X4. CHO-S Gal4-NCOR/VP16-NR2E3 two-hybrid, luciferase;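 active means inhibition above the mean of all tested compounds plus 3 SD, cut at about 70% in these data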;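 further: 0% = DMSO with NR2E3 transfected cells and 100% = cells lacking NR2E3 construct; higher means lower luciferase signal from less NR2E3 corepressor binding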
Peg3 promoter: inhibitors of Peg3 promoter; HeLa PEG-Prom luciferase reporter, luminescence, overnight; inhibition, % at 20 µM; hit rate 1.7% among 360,000;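 active means inhibition of at least 50% at 20 µM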
CF NFkB inh: cystic fibrosis NF-kB activation inhibition | KKLEB NF-kB-GFP reporter, PAF-induced, GFP fluorescence overnight | inhibition, % at 5 µM | hit rate 0.86% among 360,000;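 active means at least 50% inhibition at 5 µM, scaled per plate between neutral and stimulator controls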;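 further: PAF is a Pseudomonas aeruginosa culture filtrate used as stimulus; plate controls were PAF-stimulated DMSO wells for no effect and unstimulated DMSO wells for full effect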
MITF TRPM1 inh: MITF TRPM1 promoter inhibition in SK-MEL-5 cells; SK-MEL-5 TRPM1 promoter luciferase, 24 h; inhibition, % at 12.5 µM; hit rate 0.83% among 330,000; AID 488899;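 active means mean inhibition across replicates of 60% or more, whatever share of single replicates reaches that level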; further: values of inactives mirror those of a sister screen read the other way
Shn3 inh set2: inhibitors of Schnurri-3 3'UTR reporter in osteoblasts. Clone20 osteoblast Shn3 3'UTR firefly luciferase, 24 h. inhibition, % at 12.5 µM. hit rate 0.52% among 360,000;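 active means mean inhibition of at least 75% with every replicate also reaching 75%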;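 further: 0% = median of neutral control wells and 100% = pilot-screen positive control compound; some compounds past the cut are filed as inactive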
aDG glyco up: alpha-DG glycosylation activation; Pro5-aDG cells, alpha-DG glycosylation AlphaScreen (IIH6); 0% Pro5, 100% B10-LARGE cell signal; hit rate 0.22% among 360,000; activation, % at 10 µM;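 active means activation of at least 8% versus controls, or a plate z-score of at least 8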;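 further: Pro5 are CHO cells carrying HIG-tagged alpha-DG that lacks glycosylation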
KKLEB tox: CF airway cell cytotoxicity counter-screen. KKLEB CF airway cells viability, ATPlite luminescence, overnight; active compounds read low; cells stimulated with P. aeruginosa culture filtrate. hit rate 0.36% among 360,000. activity change (cytotoxicity), % at 5 µM;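 active means corrected activity change at or below -50% at 5 µM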
HIF-2a inh: HIF-2a inhibition. 786-0 RCC cells HIF-2a reporter, luciferase luminescence, overnight. inhibition, % at 18.8 µM. hit rate 0.72% among 360,000;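 active means inhibition of the luminescence signal of 40% or more relative to plate controls, in a single-dose primary screen at 18.75 µM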
TWEAK Fn14 block: inhibitors of TWEAK-Fn14 interaction signaling; inhibition, % at 10 µM; AID 1159606; hit rate 2% among 360,000; TWEAK-stimulated Fn14 reporter cells, luciferase luminescence, 8 h; in the data active means inhibition above about 50%
hiPSC survival: hiPSC single-cell survival enhancement | ATPlite luminescence; 100% = ROCK inhibitor wells, 0% = DMSO | survival enhancement, % at 20 µM | hit rate 0.044% among 360,000 | AID 602274; in the data active means survival enhancement above about 18%;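 further: cells exposed to compounds for 16 hours before the ATP read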
* = called active by the depositor; . = not tested or not shown.

Results follow in this order: CF NFkB inh	Shn3 inh set2	NR2E3 ag-1	HIF-2a inh	MITF TRPM1 inh	aDG glyco up	hiPSC survival	TWEAK Fn14 block	NR2E3 ag-2	Peg3 promoter	KKLEB tox
COc1ccccc1N1C(=O)S/C(=C\c2cc(C)n(C)c2C)C1=O
    -31	-31	3	-267	-61	1.1	2.7	-7	-105	-231	0
CCC1CCCCN1CCCNC(=O)c1ccc2c(c1)N(Cc1c(F)cccc1Cl)C(=O)CS2 (stereo not given)
    -8	14	4	4	24	0.7	-0.5	-9	6	23	-5
O=C(NC(=S)NCc1ccc(Cl)cc1Cl)c1ccco1
    -10	5	.	-20	-27	0.4	1.0	24	-9	12	-1
O=C(CN(C1CC1)S(=O)(=O)c1ccc(S(=O)(=O)NC2CCCCC2)cc1)Nc1ccccc1
    4	7	.	32	-6	0.4	-3.5	24	22	26	0
Cc1cc(Cl)ccc1OC(C)C(=O)Nc1ccc([N+](=O)[O-])cn1 (stereo not given)
    14	15	3	18	9	-0.2	-0.3	25	-8	21	-7
CN(NC(=O)NN)c1ncc(C(F)(F)F)cc1Cl
    3	-12	1	19	2	0.0	-3.7	7	-19	2	4
Cc1ccc(CNc2ncnc(N)c2[N+](=O)[O-])cc1
    63*	-4	1	-29	-25	0.1	-0.6	41	-8	-77	-10
COc1ccc(NC(=O)CCN2CCCCC2)cc1
    3	-14	2	-4	-8	-0.1	0.0	0	-17	6	4
Cc1ccc(S(=O)(=O)N2C[C@@H](C)[C@]3(C2)[C@H](O)[C@H](OC(=O)NC2CCCC2)C[C@H]2C(=O)N(c4ccccc4)C(=O)[C@H]23)cc1
    18	4	.	10	.	-0.2	-1.0	-20	-17	10	8
Cc1ccc(C(C(=O)NCc2ccccc2)N(C(=O)c2ccccn2)c2ccccc2)o1 (stereo not given)
    -16	18	0	8	-1	0.0	-0.3	33	-18	3	8
CCOc1ccccc1NC(=O)Cn1ncc2ccc([N+](=O)[O-])cc21
    -7	20	-1	19	4	0.2	-0.2	-3	-26	11	-6
COC(=O)c1c(S(=O)(=O)NCc2ccccc2)sc(C(=O)O)c1C
    7	-1	-2	12	2	-0.3	6.3	-1	-4	11	2
CCn1cc(C(=O)NCC(OC)OC)c(=O)c2cc(S(=O)(=O)N3CCOCC3)ccc21
    9	-7	4	3	-6	7.6*	-0.5	20	-13	16	-13
COc1ccc(OC)c(N(CC(=O)NCc2cccnc2)S(C)(=O)=O)c1
    -3	-13	3	14	4	0.3	-0.8	1	8	-3	5
CCOC(=O)c1cc(-c2ccc(OC)cc2F)nc2c1c(C)nn2CCC#N
    -3	19	3	-8	-3	-0.1	-1.3	-14	-15	26	-8
COc1ccc(C(CNC(=O)c2sccc2C)N2CCOCC2)cc1 (stereo not given)
    18	-31	-4	-61	-52	0.0	0.1	-9	-50	-117	-9
CNC(=O)COC(=O)c1nc(-n2nc(C)cc2C)ccc1Cl
    10	-8	0	18	-6	0.0	-1.7	-7	10	-10	0
CC(=O)N1CC2(c3ccccc3)CN(C(C)=O)CC(c3ccccc3)(C1)C2=O
    -14	5	-1	11	5	0.0	0.1	-14	11	20	-7
CCOC(=O)c1nn(-c2ccc(C)cc2)c(=O)c2c(N)scc12
    -4	-5	6	12	11	-0.1	5.6	27	-3	11	-8
CCOC(=O)CCSCC(=O)Nc1cc(C)on1
    1	0	0	26	12	-0.3	3.0	-4	19	9	-1
O=c1c2ccccc2nc(SCc2ccccc2F)n1C1CCCC1
    22	3	-5	13	-5	0.2	0.2	-2	11	-4	-1
O=C(CCc1[nH]c2ccccc2c1Sc1ccccc1)NCCO
    8	-1	1	20	-7	0.3	-0.5	13	3	25	9
COc1ccc(C2N=C(N)N=C(N)N2c2ccc(C)cc2)cc1 (stereo not given)
    8	-2	3	-6	-13	-0.1	0.6	-1	4	4	-6
O=C(CN1C(=O)NC2(CCCC2)C1=O)Nc1cc(C(F)(F)F)ccc1N1CCOCC1
    -1	-36	.	5	11	0.0	-2.6	-12	-15	1	-9
Cc1ccc(CN2CCC(N3CCC(C(=O)NCC4CCCO4)CC3)CC2)o1 (stereo not given)
    8	-7	3	5	1	0.0	-3.0	6	24	0	3
O=C(O)CC(NS(=O)(=O)c1ccc(Br)cc1)c1ccco1 (stereo not given)
    14	-16	1	12	-11	0.2	1.1	4	2	10	-8
CCCCn1c(N)c(N(CC)C(=O)C2=NN(c3ccccc3)C(=O)CC2)c(=O)[nH]c1=O
    14	-2	4	16	0	-0.2	0.1	3	9	2	4
CC(C)=NNC(=O)CN1C(=O)NC2NC(=O)NC21 (stereo not given)
    -1	7	-1	19	6	0.1	-2.3	12	-32	13	-15
Cc1c(CC(=O)O)c(=O)oc2c(C)c(OCc3ccccc3)ccc12
    3	9	.	-7	0	-0.1	-0.4	12	1	-25	-2
Cc1cc(C(F)(F)F)n2nc(C)c(-c3ccc(Cl)cc3)c2n1
    10	11	-4	7	9	-0.1	0.8	3	-11	37	-1
Cc1ccc(C(=O)NC(=S)Nc2ccc(CN3CCCCC3)cc2)c(C)c1
    4	-22	0	3	-12	2.5	0.3	-20	-2	10	-14
O=C(O)c1cccc(N/N=C/c2ccc(F)c(F)c2)c1
    6	-3	3	-61	19	0.1	0.1	-20	-168	-66	5
O=C(OCc1nnc(-c2ccc([N+](=O)[O-])cc2)o1)C1CC(=O)N(CCc2ccccc2)C1 (stereo not given)
    -6	-12	2	-9	12	-0.4	-0.6	-5	-10	-9	-5
CCOC(=O)c1c(N2C(=O)C=CC2=O)sc(C)c1C
    22	82	0	47*	61*	-0.3	0.8	0	-10	105*	2
O=C(Nc1nnc(-c2ccc(Cl)cc2)o1)c1nc2ccccc2s1
    8	-6	1	10	1	-0.3	0.9	-76	10	26	-28
Cc1c(CC(=O)N[C@H](C(=O)O)C(C)C)c(=O)oc2cc3c(cc12)CCC(C)(C)O3
    4	-33	.	-136	-61	0.1	0.8	-11	-69	-133	10
O=C(Nc1ccccc1)c1ccc(-c2ccc([N+](=O)[O-])cc2)o1
    -26	-32	0	-218	-47	0.1	0.8	-18	-18	-204	3
CCc1ccc2c(c1)NC(=O)C2(C)Cc1ccccc1OC (stereo not given)
    -19	-7	.	9	.	0.0	1.4	23	0	-1	23
CCN(CC(=O)NCc1cccs1)C(=O)c1cc(=O)[nH]c2ccccc12
    -19	-12	.	18	0	0.1	0.9	7	-13	2	24
Cc1cc(=O)oc2cc(OCC(=O)N/N=C/c3ccccc3[N+](=O)[O-])ccc12
    -10	-7	4	-4	-9	0.2	-1.8	-33	-11	-5	15

Of the compounds above, two contain two or more sulfur atoms:
Results follow in this order: CF NFkB inh	Shn3 inh set2	NR2E3 ag-1	HIF-2a inh	MITF TRPM1 inh	aDG glyco up	hiPSC survival	TWEAK Fn14 block	NR2E3 ag-2	Peg3 promoter	KKLEB tox
O=C(CN(C1CC1)S(=O)(=O)c1ccc(S(=O)(=O)NC2CCCCC2)cc1)Nc1ccccc1
    4	7	.	32	-6	0.4	-3.5	24	22	26	0
COC(=O)c1c(S(=O)(=O)NCc2ccccc2)sc(C(=O)O)c1C
    7	-1	-2	12	2	-0.3	6.3	-1	-4	11	2

Further entries
Results follow in this order: CF NFkB inh	Shn3 inh set2	NR2E3 ag-1	HIF-2a inh	MITF TRPM1 inh	aDG glyco up	hiPSC survival	TWEAK Fn14 block	NR2E3 ag-2	Peg3 promoter	KKLEB tox
Cc1cc(OCc2cc(C(=O)NC3CCC3)no2)cc(C)c1Cl
    5	-25	-2	-40	-12	0.4	-0.5	-15	10	-15	4
CCC(Sc1nc2ccccc2s1)C(=O)Nc1nnc(C)s1 (stereo not given)
    -17	-10	0	16	10	-0.3	4.8	1	16	10	0
O=C(c1cc2nc(-c3ccco3)cc(C(F)(F)F)n2n1)N1CCc2ccccc2C1
    10	8	-6	19	6	0.6	1.4	3	3	32	6
C/C(=N/O)c1cccc(N2Cc3ccccc3C2)c1
    13	-4	-1	-7	-8	-0.3	0.7	-7	-43	-22	-15
O=C1Nc2ccccc2C1Cc1ccccn1 (stereo not given)
    -11	-10	0	6	2	0.1	-0.6	-20	-33	6	1
Cc1ccc(OCC(=O)N2CCc3ccccc3C2)c(C)c1
    5	18	0	-125	-13	-0.1	0.7	-4	-13	-64	3
O=S(=O)(NCc1ccccc1)c1ccc(Cl)c(S(=O)(=O)NCc2ccccc2)c1
    -5	-41	-3	6	2	0.3	4.9	17	-15	10	3
COc1ccc(-c2coc3cc(O[C@@H]4O[C@H](CO)[C@@H](O)[C@H](O)[C@H]4O)ccc3c2=O)cc1
    -4	-137	.	-233	-56	-0.2	-3.1	-12	-48	-354	6
COc1cccc(Oc2ncnc(N)c2[N+](=O)[O-])c1
    18	-12	-2	11	-8	0.0	-0.7	18	-9	3	3
COC(=O)/C=c1/sc2nc3ccccc3n2c1=O
    -10	-6	2	10	-1	-0.2	-1.4	6	4	-18	-6
CCOc1ccc(CN2C(=O)c3ccccc3C2=O)cc1C(=O)N1CCC(C(N)=O)CC1
    5	-3	-2	-1	12	-0.1	0.8	2	8	-11	7
CCCCCCOc1ccc(C(CC(N)=O)C(=O)O)cc1 (stereo not given)
    5	-17	3	8	-5	0.8	1.8	37	-8	-3	6
COc1ccc(/C=N/NC(=O)c2cccc(Br)c2)cc1Cn1cc(Cl)cn1
    7	18	-4	-1	20	0.2	-1.6	27	-68	18	-12
CCOC(=O)c1cc2occc2n1CC(=O)N1CCN(C(=O)c2ccco2)CC1
    -9	-18	0	8	4	0.0	2.5	8	2	7	5
CCC1OC23CCCCC2C(C#N)(C(=N)O3)C1(C#N)C#N (stereo not given)
    0	-2	0	20	-2	-0.2	-0.2	4	-14	0	-6
O=C(CCc1ccccc1)N1CCN(c2ccc(F)cc2)CC1
    11	19	-1	14	-6	0.4	-0.5	5	-2	6	4
Cn1c(SCC(=O)N2CCOCC2)nnc1-c1ccc(Cl)cc1Cl
    -8	-11	-3	5	1	-0.3	3.3	-1	-45	-82	0
O=C(NC(=S)Nc1ccc(Cl)c(C(=O)O)c1)c1cccc(COc2ccccc2)c1
    25	-3	2	-51	8	-0.2	-0.4	4	-71	-13	6
CCC(CC)C(=O)c1c[nH]c(C(=O)NCc2cccnc2)c1
    18	-6	0	16	13	-0.2	0.2	9	-38	3	2
O=C(c1cccc([N+](=O)[O-])c1)N1CCN(c2ccccn2)CC1
    10	-8	4	8	-8	-0.3	0.9	-1	-11	1	20
O=C(COc1ccc2ccccc2c1)NNC(=O)c1cnccn1
    -14	-1	-2	11	6	0.2	-1.4	-2	-36	-6	3
COc1ccccc1CC(NC(C)=O)C(=O)NC1CCN(C(=O)c2ccc([N+](=O)[O-])cc2)CC1 (stereo not given)
    -6	-13	0	4	4	-0.2	2.1	-7	-21	2	5
COC(=O)C1OC1c1cc([N+](=O)[O-])ccc1OC (stereo not given)
    18	8	.	5	0	0.2	-1.5	10	20	10	-10
